High-throughput results (PubChem)
IEC-6 tox: kills IEC-6 intestinal cells in KLF5 counter-screen. inhibition, % at 5 µM. 290,000 tested, 0.78% active. IEC-6 cytotoxicity, luminescence viability; in the data active = inhibition above about 22%;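 note: 0% = plate median of test compound wells and 100% = cytotoxic reference compound wells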
GSK3B inh: inhibitors of human GSK3beta kinase. P49841. GST-GSK3beta kinase, ADP-Glo luminescence, 60 min; stronger effect = lower value. activity score (negative = inhibition), % at 10 µM. 300,000 tested, 0.038% active. AID 2097;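 active = more than half of replicate wells score below -50%, meaning over 50% inhibition versus plate controls; inconclusive = some replicates but at most half score below -50%; inactive = no replicate scores below -50%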;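 note: 0% = median DMSO wells and -100% = median GW8510 positive control wells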
Target sequence (P49841 whole entry, looked up): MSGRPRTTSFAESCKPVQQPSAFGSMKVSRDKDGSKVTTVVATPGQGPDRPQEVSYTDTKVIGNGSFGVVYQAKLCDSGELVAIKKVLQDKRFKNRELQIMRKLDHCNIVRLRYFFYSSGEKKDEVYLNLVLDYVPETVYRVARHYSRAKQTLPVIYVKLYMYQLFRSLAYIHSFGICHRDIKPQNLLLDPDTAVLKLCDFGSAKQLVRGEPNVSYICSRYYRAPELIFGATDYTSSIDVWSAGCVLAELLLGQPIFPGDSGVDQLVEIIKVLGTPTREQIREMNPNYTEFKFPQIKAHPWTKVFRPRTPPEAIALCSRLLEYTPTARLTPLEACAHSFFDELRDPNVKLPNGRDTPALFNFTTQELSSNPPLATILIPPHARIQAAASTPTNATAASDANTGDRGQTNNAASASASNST
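Assay system: GST-tagged human GSK3beta kinase, cell-free; Input: 1.6 ng GSK3beta; Medium: Tris/MgCl2 kinase buffer; Timing: 60 min enzyme reaction, room temperature; Signal: ADP-Glo luminescence quantifying ADP generated by kinase; Evaluation: score relative to plate controls; Benchmarks: DMSO neutral wells and GW8510 at 20 µM as positive.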
HIF activator: HIF pathway transcriptional activation; AID 1910; U2OS HRE-luciferase reporter, luminescence; normalized: DMSO 0%, desferrioxamine 100%; activation, % at 7.5 µM (by protocol); 300,000 tested, 0.32% active;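 active = mean activation of at least 10% of the iron chelator positive control signal, with at least half of replicates also reaching 10%; inconclusive = mean and replicate majority disagree about reaching 10%; inactive = mean and most replicates under 10%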
HSP90 inh: blocks HSP90-mediated luciferase refolding in reticulocyte lysate; 290,000 tested, 0.91% active; inhibition, % at 5.6 µM; Rabbit reticulocyte lysate, luciferase refolding luminescence, 3 h;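 active = inhibition above the screen-wide mean plus 3 SD, computed separately per campaign, cut at about 16% in these data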;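 note: 0% = DMSO wells and 100% = 60 µM geldanamycin wells; inhibitors lower the luminescence because luciferase stays unfolded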
HSF1 inh: HSF1 inhibition; NIH3T3-HGL HSE-luciferase, MG132-induced, luminescence 8 h; stronger effect = lower value; AID 2098; activity change, negative = inhibition, % at 7.5 µM (by protocol); 300,000 tested, 0.77% active;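 active = more than half of replicate wells show activity change below -50%, luminescence cut by over half; inconclusive = some wells, but at most half, below -50%; inactive = no replicate well below -50%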;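 note: luciferase reports HSF-1 transcriptional activity via heat shock element; 0% = median of DMSO wells and -100% = zero luminescence signal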
KLF5 inhibitor: suppresses KLF5 promoter-driven expression; DLD-1 KLF5 promoter-luciferase reporter, luminescence; inhibition, % at 5 µM; 290,000 tested, 0.23% active;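 active = inhibition above a per-plate limit of that plate's mean compound inhibition plus 3 SD, cut at about 60% in these data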;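 note: 0% = DMSO wells and 100% = LY294002 at 200 µM; higher means less KLF5 promoter-driven luciferase light; inactives centre near -14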
GSK3A inh: blocks human GSK-3 alpha kinase. P49840. ADP-Glo luminescence, 60 min. inhibition, % at 10 µM. 320,000 tested, 0.1% active. AID 2650;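 in the data active = inhibition above about 50%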;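 note: GST-tagged GSK-3 alpha with peptide substrate and 25 µM ATP; 0% = DMSO neutral wells and 100% = GW8510 positive control wells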
Target sequence (P49840 whole entry, looked up): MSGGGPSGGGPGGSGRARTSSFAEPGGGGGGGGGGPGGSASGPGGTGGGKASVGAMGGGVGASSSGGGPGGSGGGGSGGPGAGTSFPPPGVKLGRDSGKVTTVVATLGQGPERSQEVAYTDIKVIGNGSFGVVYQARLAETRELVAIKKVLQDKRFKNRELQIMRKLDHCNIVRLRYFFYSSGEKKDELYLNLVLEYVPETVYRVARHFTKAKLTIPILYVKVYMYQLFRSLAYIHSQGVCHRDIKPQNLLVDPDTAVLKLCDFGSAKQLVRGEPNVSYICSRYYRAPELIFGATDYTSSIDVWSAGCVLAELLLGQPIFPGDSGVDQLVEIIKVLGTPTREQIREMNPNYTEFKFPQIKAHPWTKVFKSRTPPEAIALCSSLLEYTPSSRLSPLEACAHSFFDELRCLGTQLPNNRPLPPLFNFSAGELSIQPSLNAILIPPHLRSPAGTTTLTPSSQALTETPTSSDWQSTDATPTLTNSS
HSF-1 act: increases HSF-1 driven luciferase reporter signal | NIH3T3-HGL HSF-1 luciferase reporter, MG132, 8 h; 100% = twice DMSO control signal | activation, % at 9 µM | 300,000 tested, 1.7% active;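 active = mean replicate activation of at least 50% with a set share of replicates each reaching 50%; inconclusive = only one of those two conditions met; inactive = mean below 50% and too few replicates reaching it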;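 note: 0% = median of the neutral control wells and 100% = twice that signal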
AI-2 QS mod: modulators of Vibrio harveyi AI-2 quorum sensing system | AID 2094 | 300,000 tested, 0.4% active | Vibrio harveyi JMH597 AI-2 luminescence/OD600 ratio, 9 h; stronger effect = lower value; strain lacks LuxN and CqsS sensors; 0 = neutral-control median | activity change, % at 7.5 µM; in the data active = activity change below about -75%, passing the limit was not always enough; inconclusive = no clear call, values can overlap the other calls;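 note: luminescence divided by OD600 gain over 9 h not by final OD600 alone; inactives centre near 13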
aSyn 5UTR inh: MLPCN primary screen, SNCA 5' untranslated region. AID 1813. alpha-synuclein 5'UTR reporter, inhibitor activity. inhibition, % (tested at 7.5 µM). 300,000 tested, 0.82% active; in the data active = inhibition above about 60%; inconclusive = no clear call, values can overlap the other calls;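 note: H4 neuroglioblastoma cells stably carrying SNCA 5'UTR luciferase fusion; 0% = DMSO wells and 100% = positive control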
* marks the source's active call; other numbers are inactive results; ? = inconclusive; · = not tested or not shown.

SMILES	IEC-6 tox	GSK3B inh	HIF activator	HSP90 inh	HSF1 inh	KLF5 inhibitor	GSK3A inh	HSF-1 act	AI-2 QS mod	aSyn 5UTR inh
COc1cc(C(=O)Nc2cccc(-c3nc4cc(C)ccc4o3)c2C)cc(OC)c1OC	1	-1	-1.5	1	-2	-3	-1	2	7	-37
Cc1cccc(NC(=O)Nc2ccc([N+](=O)[O-])cc2)n1	-5	-2	-5.2	-2	19	-20	3	27	-17	-97
CC(C)Cc1nnc(NC(=O)CC(=O)Nc2ccccc2C(=O)O)s1	10	2	-0.2	2	-3	-3	-1	-11	21	32
CCOc1ccc(N=CC2=C(O)CC(C)(C)CC2=O)cc1	-5	4	0.0	-1	2	-17	·	22	24	-13
ClCC1=Nc2ccccc2Cc2ccccc21	·	3	0.0	·	3	·	-2	15	8	-7
Cc1cc(N2CCOCC2)nc2cc(O)ccc12	-1	1	2.6	-5	-3	-34	0	26	28	-136
Cc1nnc2c(N(C)S(=O)(=O)c3ccccc3)nc3ccccc3n12	-5	-1	0.4	-4	-1	-59	-3	7	31	-5
Cc1c(-c2cc(C(=O)O)no2)cnn1C	-2	-1	-0.4	-2	9	-7	0	1	28	4
COc1ccc(N2CCN(C(=O)COCC(=O)O)CC2)cc1	-1	1	0.1	1	-1	-4	-3	0	14	-17
O=C(Nc1ccccc1Cl)C1CC(=O)n2c(nc3ccccc32)N1 (centres undefined)	3	-1	-0.4	-3	1	2	-1	-3	19	15
CC(=O)Nc1ccc(S(=O)(=O)NCCC(=O)OCC(=O)N2CCN(C(=O)c3ccco3)CC2)cc1	-4	-2	-0.2	-2	-8	-30	-1	-3	21	-4
O=C1CC(N2CCN(c3cccc(C(F)(F)F)c3)CC2)C(=O)N1c1ccc(F)cc1 (centres undefined)	4	1	0.1	0	2	-12	-1	-8	19	-4
CCOn1c(=O)c(-c2ccccc2)[n+]([O-])c2ccccc21	-1	3	0.4	0	-4	-42	-3	-6	21	2
CCOC(=O)CN1N=C(/C=C/c2ccccc2)CCC1=O	-4	4	0.1	0	4	6	1	-8	2	12
Clc1ccc(CNC2CCCC2)c(Cl)c1	2	-8	0.3	-2	-4	2	-5	15	-2	-18
C/C(=N\NC(=O)c1cc(-c2ccccn2)nc2ccccc12)c1cccc([N+](=O)[O-])c1	3	0	-0.6	1	-4	-14	-2	17	11	0
C=C1SC(Nc2c(C)cc(C)cc2C)=NC12CCCCC2	2	4	-0.3	2	-46	-47	0	-57	21	25
CCCOc1ccc(C(=O)N2CCN(c3ccc(NC(=O)CC)cc3Cl)CC2)cc1	-8	4	-0.5	1	-6	8	-2	12	-2	37
COc1ccc(NC(=S)Nc2cccc(Cl)c2Cl)cc1OC	-2	-27	0.2	-1	-9	-11	0	-15	5	-11
C#CCOCCOCCOCCNc1nc(N2CCN(C(=O)[C@H]([C@@H](C)CC)n3cc([C@@H](N)Cc4ccc(O)cc4)nn3)CC2)nc(N2CCN(C(=O)[C@H](CCCCN)n3cc([C@@H](N)CC(C)C)nn3)CC2)n1	-4	-22	-1.2	9	15	-4	13	36	9	10
CCc1cc(C(=O)N2CCCC(C(=O)c3ccc(C(F)(F)F)cc3)C2)n(C)n1 (centres undefined)	1	8	-0.7	3	-1	16	·	28	15	16
O=C1CC(C(=O)O)C2(CCCC2)O1 (centres undefined)	0	-2	0.0	-1	-5	-27	-1	17	32	8
CC1CCN(S(=O)(=O)c2cn(CC(=O)N3CC(C)CC(C)C3)c(=O)c3ccccc23)CC1 (centres undefined)	-1	2	0.0	1	-6	-30	-1	1	21	-12
O=C(CSc1nc(NS(=O)(=O)c2ccccc2)cc(=O)[nH]1)Nc1ccccc1C(F)(F)F	-2	·	0.8	-2	-5	-26	5	20	·	-9
COCc1cc(C)nc2sc(C(=O)Nc3ccc(OC)cc3)c(N)c12	3	1	1.8	-1	6	-74	-2	32	8	-52
COc1ccc(-n2cnc3cc(NS(=O)(=O)c4ccccc4)ccc32)cc1	1	3	0.8	-3	8	-19	0	11	-1	1
O=C(Nc1ccc(F)cc1)N1CCn2c(nc3ccccc32)C1	-9	-1	0.6	2	2	-2	0	5	6	-9
Cc1ccccc1-c1noc(-c2ccc(O)cc2)n1	9	-5	·	-5	19	-113	6	53*	-14	-226
Cc1cccc(NC(=O)Nc2ccc(Cl)c(Cl)c2)n1	6	1	-0.4	3	47	-174	2	?	6	-1
CC1CC(C)CN(CCCNC(=O)CN2C(=O)c3cccnc3Oc3ccc(Cl)cc32)C1 (centres undefined)	-3	0	0.0	-3	-2	0	-1	0	22	-15
C=C1CN(CC(=O)OC)S(=O)(=O)c2ccccc21	·	-1	-0.1	·	-6	·	2	14	41	16
Cc1ccc(N2CCN(C(=O)NC3CCCCC3)CC2)c(C)c1	2	0	-1.0	0	-3	-26	-2	7	12	-19
CN(C)c1ccnc2sc3c(=O)n(Cc4ccccc4)cnc3c12	7	2	2.0	1	-27	11	-4	-32	15	-3
COc1ccc(C(C)NC(=O)C2CCCC2)cc1OC (centres undefined)	5	-1	-0.1	-1	-10	-34	-3	-5	6	6
Cn1nc(C(=O)NC2CCCCC2)c2c1-c1ccccc1SC2	0	-4	2.5	1	7	-54	-1	-1	19	-98
O=S(=O)(NC1CCCCC1)c1ccc(N2CCOCC2)nc1	6	-2	-1.0	3	1	-13	-1	-8	19	-13
NS(=O)(=O)c1ccc(NC(=S)Nc2cc(Cl)c(Cl)cc2Cl)cc1	-2	2	0.4	-6	-4	1	0	1	9	-7
Cc1ccc2c(C)c(C(=O)N(C)C(C)c3ccncn3)oc2c1C (centres undefined)	0	-1	0.9	1	6	-82	0	19	10	-12
CCOC(=O)N1CCN(c2nc(=S)n(-c3ccccc3)c(C)c2C(C)=O)CC1	-3	1	-0.2	-2	0	2	-2	24	-1	-7
Cc1cc(-c2cc(C(=O)NC3CCCC3)on2)nc(NCC2CC2)n1	·	1	0.4	·	-11	·	0	-10	3	13
O=C(COc1ccccc1)N1c2ccccc2Sc2ccccc21	0	3	-0.4	-3	7	-12	-2	-8	35	-27
CSc1nnc(-c2cc(C)on2)n1-c1ccccc1	-2	3	0.4	-3	-6	3	3	7	-6	16
Cc1ccc(N(C(=O)CNC(=O)c2cccs2)C(C(=O)NC2CCCC2)c2ccncc2)cc1 (centres undefined)	-1	1	1.4	4	27	-35	-1	41	-2	-2
CCOC(=O)CSc1nc(C)c2cccc(C)c2n1	1	0	-0.1	6	3	-25	-1	5	38	16
COc1ccc(CC(=O)N2N=C(C)CC2(O)C(F)(F)F)cc1OC (centres undefined)	-1	3	·	1	·	-42	-2	·	18	·
Cc1nn(Cc2cccc(C(=O)NC3CCCCC3)c2)c(C)c1Cl	8	-3	0.0	1	9	-2	-1	19	7	-31
O=C(O)c1ncsc1-c1ccccc1	0	5	0.4	-1	-2	-24	-3	-3	11	1
Cc1ccnc(N2C(=O)c3ccccc3C2Nc2ccc3c(c2)OCCO3)c1 (centres undefined)	2	4	1.8	2	4	-98	0	4	6	-28
COc1ccccc1N1C(=O)CC(Sc2ccccc2N)C1=O (centres undefined)	1	-1	-1.0	3	3	-13	10	12	14	12
Cc1ccc2nc(NC(=O)Cn3nc(C)c([N+](=O)[O-])c3C)sc2c1	1	-2	-0.2	-3	5	8	-2	3	15	1
O=C(CO/N=C/c1ccc(OC(F)F)cc1)NCc1cccs1	-2	1	-0.4	-6	4	-19	-1	2	-20	-11
CC(=O)N1CCN(Cc2nc3cc(NC(=O)c4ccccc4C)ccc3n2C)CC1	-3	5	0.3	1	-3	5	0	21	34	-5
CCN(CC)S(=O)(=O)c1ccc(C)c(C)c1	-4	-22	0.0	3	-3	-12	2	1	11	16
C=C1CCN([C@@H](CC(C)C)C(=O)NCc2ccc(OC)cc2)S(=O)(=O)c2ccccc21	·	3	0.0	·	1	·	0	-1	14	3
Cc1cc(OCc2nn[nH]n2)c2c(C)c(Cc3ccccc3)c(=O)oc2c1	6	0	-0.2	2	-15	-18	-2	-30	8	19
CSc1cccc(-n2c(C)cc(C(N)=O)c2C)c1	1	-4	2.4	2	-9	-19	-3	-21	15	3
NC(=O)c1nsc(C(=O)N(c2ccccc2)C(C(=O)NC2CCCC2)c2cccs2)c1N (centres undefined)	5	1	-0.1	0	0	-14	-1	17	14	-3

Among those listed so far, these have a Cl atom:
SMILES	IEC-6 tox	GSK3B inh	HIF activator	HSP90 inh	HSF1 inh	KLF5 inhibitor	GSK3A inh	HSF-1 act	AI-2 QS mod	aSyn 5UTR inh
ClCC1=Nc2ccccc2Cc2ccccc21	·	3	0.0	·	3	·	-2	15	8	-7
O=C(Nc1ccccc1Cl)C1CC(=O)n2c(nc3ccccc32)N1 (centres undefined)	3	-1	-0.4	-3	1	2	-1	-3	19	15
Clc1ccc(CNC2CCCC2)c(Cl)c1	2	-8	0.3	-2	-4	2	-5	15	-2	-18
CCCOc1ccc(C(=O)N2CCN(c3ccc(NC(=O)CC)cc3Cl)CC2)cc1	-8	4	-0.5	1	-6	8	-2	12	-2	37
COc1ccc(NC(=S)Nc2cccc(Cl)c2Cl)cc1OC	-2	-27	0.2	-1	-9	-11	0	-15	5	-11
Cc1cccc(NC(=O)Nc2ccc(Cl)c(Cl)c2)n1	6	1	-0.4	3	47	-174	2	?	6	-1
CC1CC(C)CN(CCCNC(=O)CN2C(=O)c3cccnc3Oc3ccc(Cl)cc32)C1 (centres undefined)	-3	0	0.0	-3	-2	0	-1	0	22	-15
NS(=O)(=O)c1ccc(NC(=S)Nc2cc(Cl)c(Cl)cc2Cl)cc1	-2	2	0.4	-6	-4	1	0	1	9	-7
Cc1nn(Cc2cccc(C(=O)NC3CCCCC3)c2)c(C)c1Cl	8	-3	0.0	1	9	-2	-1	19	7	-31

This is a random part of the collection; 4.7% or so of the library scored in one or more.
